Compound activity (PubChem BioAssay)
MITF primary – MITF inhibitors, primary screen, biochemical, AlphaScreen, human | AlphaScreen MITF homodimerization, bead proximity signal | Microphthalmia-associated transcription factor (Homo sapiens), O75030 | inhibition, % at 2.6 µM | 0.91% of 650,000 active; in the data active means inhibition above about 50%;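 further: 0% = vehicle wells with protein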
FBW7 activator – FBW7 E3 ligase activators, primary screen, biochemical, AlphaScreen, human; AID 1259310, 2017; F-box/WD repeat-containing protein 7 (Homo sapiens), Q969H0; normalized activity (activation), % at 26.1 µM; 0.13% of 650,000 active; AlphaScreen FBW7–phospho-cyclin E peptide binding, activator screen; in the data active means normalized activity above about 1.9%;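 further: purified mutant Fbw7 with reduced substrate affinity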
Target sequence (Q969H0 whole entry, looked up): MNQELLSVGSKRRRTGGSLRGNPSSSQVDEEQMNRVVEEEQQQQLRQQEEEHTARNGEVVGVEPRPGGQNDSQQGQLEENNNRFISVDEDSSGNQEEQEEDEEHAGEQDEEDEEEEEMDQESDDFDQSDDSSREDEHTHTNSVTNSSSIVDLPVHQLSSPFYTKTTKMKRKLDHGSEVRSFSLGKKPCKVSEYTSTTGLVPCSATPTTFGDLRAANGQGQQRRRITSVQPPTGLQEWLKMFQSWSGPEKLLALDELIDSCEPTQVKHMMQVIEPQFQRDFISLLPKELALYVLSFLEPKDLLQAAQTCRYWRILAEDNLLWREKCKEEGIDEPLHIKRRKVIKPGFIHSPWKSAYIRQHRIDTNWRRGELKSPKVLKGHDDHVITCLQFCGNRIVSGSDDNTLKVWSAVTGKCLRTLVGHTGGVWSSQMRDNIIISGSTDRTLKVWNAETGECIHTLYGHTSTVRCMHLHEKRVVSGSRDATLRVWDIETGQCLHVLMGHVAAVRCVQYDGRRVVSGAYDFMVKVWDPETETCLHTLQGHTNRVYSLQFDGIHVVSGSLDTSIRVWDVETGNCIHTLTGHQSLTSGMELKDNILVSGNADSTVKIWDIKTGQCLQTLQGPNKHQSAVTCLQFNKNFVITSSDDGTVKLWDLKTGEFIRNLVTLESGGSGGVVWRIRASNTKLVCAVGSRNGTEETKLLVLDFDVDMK
GPR151 activ – activators of human GPR151, primary screen, cell-based, PathHunter beta-arrestin, luminescence; PathHunter beta-arrestin GPR151 cells; activation, % at 11.2 µM; G-protein coupled receptor 151 (Homo sapiens), Q8TDV0; 1% of 650,000 active; in the data active means activation above about 4.9%;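 further: 0% = median of compound wells and 100% = cells with positive control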
Target sequence (Q8TDV0 whole entry, looked up): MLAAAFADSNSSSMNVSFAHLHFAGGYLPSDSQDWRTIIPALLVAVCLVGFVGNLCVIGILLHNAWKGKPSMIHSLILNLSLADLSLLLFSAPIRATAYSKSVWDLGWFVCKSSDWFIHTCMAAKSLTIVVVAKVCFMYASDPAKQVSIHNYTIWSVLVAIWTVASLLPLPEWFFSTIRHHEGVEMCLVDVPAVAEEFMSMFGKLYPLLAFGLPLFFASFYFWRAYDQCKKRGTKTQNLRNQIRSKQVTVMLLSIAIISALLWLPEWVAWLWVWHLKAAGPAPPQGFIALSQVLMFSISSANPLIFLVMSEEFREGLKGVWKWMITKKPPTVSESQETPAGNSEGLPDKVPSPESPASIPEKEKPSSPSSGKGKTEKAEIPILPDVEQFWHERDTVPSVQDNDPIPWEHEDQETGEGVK
TEAD-YAP block – TEAD-YAP interaction inhibition, primary screen, TEAD-YAP interaction inhibitor project, luminescence, HEK-TIYL cells; TEAD-Gal4/YAP UAS-luciferase luminescence; inhibition, % at 9.12 µM; 1.4% of 640,000 active; in the data active means inhibition above about 32%;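 further: 0% = median of test compound wells and 100% = reference inhibitor wells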
* hit, by the source's call; . = no result given.

SMILES	MITF primary	FBW7 activator	GPR151 activ	TEAD-YAP block
CCCCOc1ccc(-c2nn(-c3ccccc3)cc2/C=c2\sc3nc(=O)c(-c4ccccc4)nn3c2=O)cc1	19	0.1	2.4	1
CC(=O)c1cccc(-c2nc3ncnc(N)c3[nH]2)c1	5	-0.2	1.1	10
O=C(NCc1ccc(F)cc1)c1ccc(CNC(=O)c2ccc3c(c2)OCO3)cc1	5	0.1	1.1	1
COc1ccc(CNc2nc3ccccc3c3nc(CCc4c(C)n[nH]c4C)nn23)cc1	1	0.0	0.7	12
CCOC(=O)C1=C(C)N(c2ccc(C)cc2)C(=O)/C1=C\c1ccc(F)cc1	12	-0.1	0.3	-5
O=C(Nc1cccnc1Cl)c1cc(-c2ccc3c(c2)OCO3)on1	13	0.0	0.1	5
Cc1cc(C)n2nc(SCC(=O)NC(=O)NC34CC5CC(CC(C5)C3)C4)nc2n1	10	0.1	1.0	23
Cc1csc(NC(=O)c2ccc([N+](=O)[O-])cc2Cl)n1	0	-0.1	-2.1	-57
CC(=O)c1c(C)n(-c2ccccc2)c2ccc(OCC(O)CN3CCOCC3)cc12 (configuration not stated)	-3	-0.1	-1.0	-5
CCOc1ccc2cc3c(N)c(C(=O)NCc4ccc(OC)cc4)sc3nc2c1	-10	0.0	-0.8	-2
CCN(CC)C(=O)CCN1C(=O)C2C3C=CC(C3)C2C1=O (configuration not stated)	-4	-0.1	0.4	-3
O=C(Nc1ccc(N2CCOCC2)cc1)c1cc(N2CCN(c3ccccn3)CC2)nc2ccccc12	5	-0.1	-1.9	3
Cc1cccc(OCC(=O)Nc2ccc3c(c2)nc(CN2CCCCC2)n3C)c1	-14	-0.1	0.9	9
CCN(CC)CCNC(=S)Nc1ccc2nc(N3CCOCC3)cc(C)c2c1	2	0.1	0.5	6
Cc1cc2cc(CN3C(=O)c4ccccc4C3=O)ccc2[nH]1	14	-0.2	-0.5	-9

Molecules from the list above that contain sulfur (5):
SMILES	MITF primary	FBW7 activator	GPR151 activ	TEAD-YAP block
CCCCOc1ccc(-c2nn(-c3ccccc3)cc2/C=c2\sc3nc(=O)c(-c4ccccc4)nn3c2=O)cc1	19	0.1	2.4	1
Cc1cc(C)n2nc(SCC(=O)NC(=O)NC34CC5CC(CC(C5)C3)C4)nc2n1	10	0.1	1.0	23
Cc1csc(NC(=O)c2ccc([N+](=O)[O-])cc2Cl)n1	0	-0.1	-2.1	-57
CCOc1ccc2cc3c(N)c(C(=O)NCc4ccc(OC)cc4)sc3nc2c1	-10	0.0	-0.8	-2
CCN(CC)CCNC(=S)Nc1ccc2nc(N3CCOCC3)cc(C)c2c1	2	0.1	0.5	6

Other results:
SMILES	MITF primary	FBW7 activator	GPR151 activ	TEAD-YAP block
COc1ccc(-c2cncc(C(=O)NCc3cccc(C(F)(F)F)c3)c2)cc1	2	0.1	0.6	-10
CCCCC1(c2ccccc2)NC(=S)N(c2ccccc2)N1 (configuration not stated)	-22	-0.1	1.1	-11
CCn1ccnc1CN1CCCC(C(=O)Nc2ccccc2Oc2cccnc2)C1 (configuration not stated)	18	0.1	-1.5	2
CC[C@@H](Cn1nc(-c2ccc(F)c(F)c2)ccc1=O)NC(=O)c1cnccn1	-14	-0.1	0.5	2
CC(NC(=O)CCc1nnc(-c2ccc(-c3ccccc3)cc2)o1)c1nccs1 (configuration not stated)	-6	0.0	0.0	8
O=C(/C=N/O)N=Nc1c(O)[nH]c2ccccc12	21	-0.4	-1.0	-7
c1ccc(-c2csc3ncnc(N4CCCCCC4)c23)cc1	16	0.1	0.7	-4
CCOC(=O)c1c(NC(=O)CCCOc2ccc(Cl)cc2)sc2c1CCCC2	9	0.2	1.2	0
CCC(C)NC(=O)c1ccccc1NC(=O)c1cccc([N+](=O)[O-])c1 (configuration not stated)	19	0.6	0.3	1
CCOc1ccc(NC(=O)CSc2nc3c(c(=O)n2CC)SC(C)C3)cc1 (configuration not stated)	3	0.0	-0.7	2
CC(OC(=O)CNC(=O)C12CC3CC(CC(C3)C1)C2)C(=O)Nc1ccc(C#N)cc1 (configuration not stated)	-14	-0.1	-0.2	3
CSc1cccc(NC(=O)C2C3C=CC4(O3)C2C(=O)N(CCCN2CCC(C)CC2)C4C(=O)NC2CCCC(C)C2C)c1 (configuration not stated)	-3	-0.2	-0.3	-2
CC(O)CNC(=O)CSc1ccc2ccccc2c1 (configuration not stated)	-6	-0.2	0.9	-6
COc1ccc(OC)c(Nc2ncnc3c2cnn3-c2ccc(C)cc2C)c1	5	0.4	1.9	-10
O=C(CN(c1cccc(Cl)c1)S(=O)(=O)c1ccccc1)Nc1ccccn1	3	0.6	-0.6	-2

Entries of single compounds from above.
Shown for CC(O)CNC(=O)CSc1ccc2ccccc2c1 (configuration not stated) : MITF primary: -6; FBW7 activator: -0.2; GPR151 activ: 0.9; TEAD-YAP block: -6
Shown for CC[C@@H](Cn1nc(-c2ccc(F)c(F)c2)ccc1=O)NC(=O)c1cnccn1 : MITF primary: -14; FBW7 activator: -0.1; GPR151 activ: 0.5; TEAD-YAP block: 2

Other records.
SMILES	MITF primary	FBW7 activator	GPR151 activ	TEAD-YAP block
Cc1ncsc1C(=O)N1CCN(Cc2ccco2)C[C@@H]1C(C)C	-6	-0.1	0.1	-2
O=C(c1ccncc1)N1CCN(Cc2ccccc2C(F)(F)F)CC1	69*	-0.5	-0.5	0
O=C1NC(=O)N(c2ccc(Br)cc2)C(=O)/C1=C/c1cccc([N+](=O)[O-])c1	5	0.1	-0.7	-8
COc1ccc(C(=O)n2nc(C)c(Sc3ccc(C)cc3)c2C)cc1	1	-0.1	-0.5	2
CCN(CC)C(=O)Cn1cnc2sc(C)c(S(=O)(=O)N3CCC(C)CC3)c2c1=O	10	0.2	-0.4	-10
CC(C)N(CCNCc1nnc(-c2ccccc2)o1)C(C)C	16	-0.2	0.7	1
COc1cccc(C2CC(c3ccc(Br)cc3)=NN2C(=O)CSc2nnc(CNC(=O)c3cccs3)n2C)c1OC (configuration not stated)	-5	-0.1	3.6	0
Cc1cc(C(=O)OCC(=O)c2cc(C)n(CC3CCCO3)c2C)c2ccccc2n1 (configuration not stated)	10	-0.1	0.9	-2
O=[N+]([O-])c1ccc(N=Cc2nc(-c3ccc(Br)cc3)oc2O)cc1	10	-0.1	0.4	0
O=C(N/N=C/c1cccs1)[C@H]1C[C@@H]1c1ccccc1	11	0.2	-0.3	1
CC1=NN(c2ccccc2)C(=O)C12CC(C)=C(C)CS2(=O)=O (configuration not stated)	4	0.0	0.7	-3
CCOCCCNC(=O)COc1ccc(Cl)cc1	-1	-0.1	0.7	-6
CCOC(=O)c1c(NC(=O)C2CCCCC2)sc(C)c1C	7	0.0	-0.7	-2
COc1cc(OC)cc(C(=O)N2CCC(c3nc4ccccc4[nH]3)CC2)c1	-1	0.6	1.3	-5
COc1cccc(-c2cn3c4c(=O)n(C)c(=O)n(C)c4nc3n2-c2cccc(C)c2)c1	9	0.0	0.5	-3
O=C(COc1ccc(Cl)cc1Br)NNC(=O)Cc1cccs1	11	0.1	-1.6	-1
Cc1nnc2sc(SCC(=O)Nc3cccc(C(F)(F)F)c3)nn2c1=O	18	-1.5	-1.2	4
CC1Cc2ccccc2N1S(=O)(=O)c1cnc[nH]1 (configuration not stated)	-4	0.0	-0.5	4
Cc1cc(C)cc(NC(=O)CN(c2ccccc2)S(C)(=O)=O)c1	2	-0.1	0.8	-13
Cc1ccc(S(=O)(=O)N2C(=O)CCC2C(=O)NCCOc2ccc(Cl)cc2)cc1 (configuration not stated)	13	0.4	-0.8	-1
CCOC(=O)c1cnn(-c2ncnc3sc4c(c23)CCN(C(=O)OCC)C4)c1N	20	0.1	-0.1	6
N#CCSc1nc2ccccc2c2nc3ccccc3n12	-4	0.1	-1.5	-21
CCCOc1ccc(/C=C/C(=O)N2CCCCCC2)cc1	-9	0.0	-1.4	-42
CCc1ccc(C(=O)NC(C(=O)NCCC(C)C)C(C)C)cc1 (configuration not stated)	-6	0.0	0.2	3
CC(C)CC(NC(=O)C(CC(C)C)NC(=O)OC(C)(C)C)C(=O)O (configuration not stated)	-7	0.0	-0.4	-2
COc1cccc2cc(C(=O)NCCc3ccc(Cl)cc3)c(=O)oc12	4	0.0	-1.3	-8
CC(=O)c1ccc(OCC(C)Oc2ccc(C#N)cc2)cc1 (configuration not stated)	-3	-0.2	-0.6	1
COc1ccc([N+](=O)[O-])cc1NC(=S)NC(=O)c1ccccc1	7	0.0	0.4	-2
NC(=O)CSc1nc2c(c(=O)n1Cc1ccccc1)SCC2	-17	0.0	2.4	0
COC(=O)c1sc2nc(SCc3cc(=O)n4ccccc4n3)n(N)c(=O)c2c1C	8	0.8	1.0	8
CC1CCCCN1CCCNC(=O)c1ccc2c(c1)NC(=O)C(N1CCCCC1)S2 (configuration not stated)	1	-0.1	-0.6	3
O=c1c2c(nc3nc(NCc4cccs4)[nH]n13)CCC2	4	0.7	-1.7	5
Cc1ccc(NC(=O)CC[C@H]2CN(Cc3ccccn3)CC[C@H]2N2CCOCC2)cc1	9	1.0	-0.6	-6
COc1ccc2nc(N3CCCC(C(=O)NCc4ccccn4)C3)sc2c1 (configuration not stated)	13	0.0	-1.3	-22
Cc1cccc(C)c1NC(=O)N1CC(C)OC(C)C1 (configuration not stated)	11	-0.2	0.2	1
Cc1[nH]c2ccccc2c(=O)c1CN1CCOCC1	-1	0.0	-1.3	-10
O=C(CN1CCC(O)(c2cccc(C(F)(F)F)c2)CC1)NCCc1ccccc1	-1	-0.1	1.0	-12
COC(=O)[C@H]1CN(C(=O)Cc2ccccn2)C[C@@H]1c1ccc(F)cc1	-4	0.0	0.5	3
COCCn1c(=S)[nH]c2ccccc21	1	0.0	-0.9	0
COC(=O)c1c(NC(=O)C2CC(=O)NN2Cc2ccccc2)sc2c1CCCC2 (configuration not stated)	-3	-0.1	-0.8	-2
O=C1CSC(c2ccccc2Br)N1c1c(F)cccc1F (configuration not stated)	1	0.2	-0.6	9
C#CCN1C(=O)CC[C@@]23C1=NC(C(=O)OC)=C(C(=O)OC)[C@@H]2N(C)c1ccccc13	1	-0.1	1.1	.
O=C(CCN1CCCC1)Nc1ccc(F)cc1	-3	0.1	0.5	2
COc1ccccc1N1C(=O)c2ccc(NC(C)=O)cc2C1=O	9	0.0	0.1	6
COc1ccc(OC)c(C2C(C#N)=C(C)NC3=C2N2CCC3CC2)c1 (configuration not stated)	6	-0.1	-0.7	-2

Three entries out of the list, ordered by SMILES length, falling.
SMILES	MITF primary	FBW7 activator	GPR151 activ	TEAD-YAP block
O=C(CN1CCC(O)(c2cccc(C(F)(F)F)c2)CC1)NCCc1ccccc1	-1	-0.1	1.0	-12
COc1ccc2nc(N3CCCC(C(=O)NCc4ccccn4)C3)sc2c1 (configuration not stated)	13	0.0	-1.3	-22
O=C1CSC(c2ccccc2Br)N1c1c(F)cccc1F (configuration not stated)	1	0.2	-0.6	9

(listing goes on)
SMILES	MITF primary	FBW7 activator	GPR151 activ	TEAD-YAP block
Cc1ccc2c(nc3s/c(=C/c4ccccc4C(F)(F)F)c(=O)n32)c1C	20	0.7	0.0	-15
Cc1cc(NC(=S)N(Cc2ccc(Cl)cc2)Cc2ccc(C(=O)O)cc2)ccc1Cl	20	0.6	2.0	5
Cc1ccc2nc3c(cc(C(N)=O)c(=N)n3CCN3CCOCC3)c(=O)n2c1	3	-0.2	-4.4	-35
O=C(c1ccc(N2C(=O)c3cccc([N+](=O)[O-])c3C2=O)cc1)N1CCCCCC1	7	0.1	-1.7	-7
CCOC(=O)CN1CCOCCOCCN(CC(=O)OCC)CCOCC1	16	0.3	-1.0	-2
O=C(CSc1nc2cc(C(=O)NCc3ccco3)ccc2c(=O)n1CC1CCCO1)c1ccc(Cl)cc1 (configuration not stated)	-13	0.1	1.0	-1
COCCN1C(=O)/C(=C/c2ccc(N3CCCC3)cc2)SC1=S	-31	0.5	-0.6	-2
COc1ccc(/C=N/NC2=NCCCCC2)cc1	-11	0.2	1.9	-26
O=c1c(-c2ccc(Cl)cc2)c(N2CCN(C3CCCCC3)CC2)c1=O	6	0.1	-1.0	11
Cc1ccccc1C(=O)n1cnc2cc([N+](=O)[O-])ccc21	-259	-0.2	7.1*	7
CSc1ccccc1NC(=O)CCc1ccccc1	2	-0.1	2.3	-16
CCN1CCN(C(=O)CSc2nc(N)cc(N)n2)CC1	10	0.1	-0.4	3
CCOC(=O)N1CCN(S(=O)(=O)c2ccc(C(=O)Nc3nc(-c4ccc(OCC)cc4)cs3)cc2)CC1	0	0.4	-0.3	-3
COc1ccc(-c2csc(Nc3ccccc3OC)n2)cc1F	-5	-0.2	-0.2	-34
CC(C)(C)c1ccc(CN[C@H]2C[C@H]3C(=O)N[C@H](Cc4ccccc4)C(=O)N3C2)cc1	14	0.1	-1.6	12
Cc1ccccc1NC(=O)CN1C(=O)NC(C)(CCc2ccccc2)C1=O (configuration not stated)	8	0.3	-1.1	10
O=C(Nc1ccc2[nH]ncc2c1)[C@H]1CCN(C(=O)[C@@H](O)COc2ccc(Br)cc2)C1	-7	0.3	0.8	2
CC(C)C(NC(=O)/C(=C/c1ccc(F)cc1)NC(=O)c1ccccc1)C(=O)O (configuration not stated)	-10	-0.1	0.4	-17
COc1cc(/C=N/Nc2nc(-c3ccc(S(=O)(=O)N(C)C)cc3)cs2)ccc1O	7	0.0	1.1	5
CCN(CC1CCCO1)C(=O)CC1(c2ccccc2F)CC(=O)N(CCN(C)C)C1=O (configuration not stated)	-17	-0.1	1.1	-5
CC(C)(C)c1cc(C(=O)N2CCCC(c3c(S(C)(=O)=O)cnc4ncnn34)C2)n[nH]1 (configuration not stated)	-5	0.0	-0.7	-6
